AID2073: disruptors of CaV2.2 binding to Mint1 – biochemical, HTRF (AID 2073). HTRF protein-protein interaction, Mint1-CaV2.2; higher % means a stronger effect. inhibition, % at 20 µM; hits with a dose series show IC50 in µM. actives 0.19% (n = 290,000); in the data active means inhibition mostly above about 51%, no sharp cut-off; further: some results filed as inactive read as strong as hits
GPR55 LPI antagonism: GPR55 antagonists blocking LPI-driven arrestin recruitment, primary screen, imaging, U2OS, beta-arrestin-GFP, LPI agonist (AID 2013); inhibition, % at 10 µM; hits with a dose series show IC50 in µM; U2OS GPR55 beta-arrestin-GFP translocation imaging, LPI antagonism; higher % means a stronger effect; actives 0.13% (n = 290,000);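 active means spots per cell inhibited over 60%, with over 100 cells counted and total cytoplasm intensity under 500,000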;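 further: U2OS cells stably carrying GPR55 and arrestin-GFP stimulated by 5 µM LPI near EC80; imaged beta-arrestin-GFP aggregate spots per cell after agonist stimulation; plate controls were LPI-stimulated DMSO wells for no effect and DMSO wells without LPI for full effect; some results filed as inactive read as strong as hits; confirmed hits need IC50 under 10 µM and bright autofluorescent wells are also inconclusive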
Siah-1 displacement: Siah-1 peptide-binding antagonists, primary screen, biochemical, fluorescence polarization, rhodamine-plectin, uHTS (AID 1817) | actives 0.02% (n = 290,000) | Siah-1 / rhodamine-plectin peptide fluorescence polarization; higher % means a stronger effect | displacement, % at 20 µM; hits with a dose series show IC50 in µM;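 active means displacement of at least 50% at 20 µM, with a fluorescence ratio check between 0.3 and a set limit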;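 further: plate controls were Siah plus tracer with DMSO for no effect and tracer alone without Siah for full effect; strong numbers were not always called active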
GPR35 arrestin U2OS: inhibition of zaprinast-stimulated GPR35 beta-arrestin translocation – imaging, U2OS, beta-arrestin-GFP, zaprinast agonist, primary screen (AID 2058) | U2OS GPR35 beta-arrestin-GFP translocation imaging, zaprinast antagonism; higher % means a stronger effect | actives 0.052% (n = 290,000) | one-dose inhibition, % at 10 µM; IC50 in µM for titrated hits;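 active means inhibition of at least 50% with at least 30 cells and total cytoplasm GFP at most 10,000,000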
GPR55 activation: selective activators of receptor GPR55 – imaging, U2OS cells, beta-arrestin-GFP redistribution, primary screen (AID 1961). U2OS GPR55 beta-arrestin-GFP redistribution imaging; higher % means a stronger effect. activation, % at 10 µM; hits with a dose series show EC50 in µM. actives 0.048% (n = 290,000);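 active means activation above 40% with more than 50 cells counted in the well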;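 further: U2OS osteosarcoma cells stably expressing GPR55 and beta-arrestin-GFP; plate controls were DMSO negative control for no effect and LPI positive control for full effect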
NTR1 agonist: agonists of NTR1, primary screen, imaging, U2OS cells, beta-arrestin-GFP, high content (AID 493036); P30989; activation, % at 20 µM; NTR1-U2OS beta-arrestin-GFP spot imaging, agonist mode; actives 0.17% (n = 330,000);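 active means activation at or above 40% of the spot to cytoplasm intensity ratio, with at least 20 cells analyzed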;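 further: 0% = DMSO without peptide and 100% = 100 nM NTR1 peptide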
Target sequence (P30989 whole entry, looked up): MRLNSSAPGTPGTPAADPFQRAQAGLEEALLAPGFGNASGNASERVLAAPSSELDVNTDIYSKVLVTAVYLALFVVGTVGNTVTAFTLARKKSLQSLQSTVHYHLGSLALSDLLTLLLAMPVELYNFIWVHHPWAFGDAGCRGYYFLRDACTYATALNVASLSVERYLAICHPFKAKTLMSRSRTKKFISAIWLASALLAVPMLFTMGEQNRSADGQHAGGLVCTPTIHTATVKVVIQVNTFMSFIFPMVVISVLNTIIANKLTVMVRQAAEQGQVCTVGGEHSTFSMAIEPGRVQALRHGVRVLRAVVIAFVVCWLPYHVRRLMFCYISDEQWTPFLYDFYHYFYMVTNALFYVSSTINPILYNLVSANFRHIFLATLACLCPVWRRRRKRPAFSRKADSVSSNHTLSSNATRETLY
HIV fusion peptide: cell-free HIV fusion peptide-binding blockers – biochemical, uHTS, fluorescence dequenching, primary screen (AID 1986); cell-free peptide binding, fluorescence dequenching, 30 min; higher % means a stronger effect; inhibition, % at 20 µM; hits with a dose series show IC50 in µM; actives 0.3% (n = 290,000); in the data active means inhibition mostly above about 52%, no sharp cut-off; inactive means mostly below about 76%; further: some results filed as inactive read as strong as hits
UTI89 phage lysis: inhibition of K1F phage lysis, E. coli UTI89, bacterial capsule biogenesis inhibitors, alamar blue (AID 488966) | actives 0.02% (n = 340,000) | E. coli UTI89 K1F phage lysis, alamar blue, 2 h; higher % means a stronger effect | inhibition, % at 100 µM; hits with a dose series show IC50 in µM;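 active means phage lysis inhibition, versus mean bacterial control, above a set limit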;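 further: capsule biogenesis inhibitors block K1F phage lysis so surviving cells raise fluorescence; higher fluorescence means more inhibition of phage lysis; actives were called in the ten point dose series up to 300 µM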
NS5 inhibitors: flavivirus cap methylation enzyme inhibition – biochemical, confirmation dose response, primary screen (AID 588689); Dengue-2 NS5 methyltransferase capping enzyme assay, biochemical; higher % means a stronger effect; inhibition, % at 25 µM, or IC50 in µM where a hit was titrated; actives 0.3% (n = 340,000); in the data active means a potency from the dose series
NTR1 agonist cell count 20 µM: second read-out of NTR1 agonist, no call of its own (marks repeat the call); cell count; measured here: cell count, cytotoxicity flag
NS5 inhibitors pilot replicate: second read-out of NS5 inhibitors, no call of its own (marks repeat the call); inhibition, %; measured here: pilot screen replicate inhibition
Numbers without * were called inactive; . = not tested or not shown; [ ] = another dose, or the depositor's remark.

SMILES	AID2073	GPR55 LPI antagonism	Siah-1 displacement	GPR35 arrestin U2OS	GPR55 activation	NTR1 agonist	NTR1 agonist cell count 20 µM	HIV fusion peptide	UTI89 phage lysis	NS5 inhibitors	others
O=C(Cn1nc(C(F)(F)F)c2c1CCCC2)NC1CCCC1	14%	-25%	-5%	-3%	0.1%	1.1	78	-1.7%	-0.1%	-2%	NS5 inhibitors pilot replicate=2.1
Cc1ccc(S(=O)(=O)Nc2nnc(CC(C)(C)C)s2)cc1	4%	-1%	-8%	-8%	0.7%	-0.2	59	4.3%	0.2%	-3%	NS5 inhibitors pilot replicate=-2.7
Cc1cccc(C(=O)OCC(=O)N2CC(C)OC(C)C2)c1C (stereo unspecified)	0%	14%	1%	-10%	-0.2%	-1.3	50	-1.4%	0.3%	-9%
COCCC(=O)N1CCC(Oc2ccc(C(=O)NC3CCOC(C)(C)C3)cc2)CC1 (stereo unspecified)	2%	0%	3%	-5%	-0.1%	-1.7	63	-1.3%	0.1%	1%
O=C1c2cccc(O)c2C(=O)c2c(O)cccc21	6%	-4%	37%	3%	-0.1%	2.7	60	40%	.	.
CC(Cc1ccccc1)NC(=O)CCCN1C(=O)c2ccccc2C1=O (stereo unspecified)	4%	15%	2%	-11%	0.0%	3.7	84	-1.7%	0.1%	-10%
Cc1ccc(S(=O)(=O)NNC(=O)c2sc(=S)n(C)c2C)cc1	-3%	0%	-1%	2%	-0.1%	3.2	58	1.1%	-0.1%	8%
Cc1ccc(C(=O)NCC(=O)Nc2ccc(C)c(S(=O)(=O)Nc3ccc(Cl)cc3)c2)s1	6%	2%	-7%	10%	-0.1%	-1.3	34	-0.5%	-0.7%	-1%
COc1ccc(C(=O)Nc2nc(C)cs2)cc1S(=O)(=O)N1CCCC1	-6%	-8%	4%	-5%	-0.1%	1.9	54	-0.3%	4.8%	1%
COc1ccc(-c2noc(CNS(=O)(=O)c3ccc(NC(C)=O)cc3)n2)cc1OC	6%	2%	-5%	15%	-0.1%	-0.2	71	0.5%	1.4%	-9%
CCCCCC(=O)Nc1c2c(nc3ccccc13)CCC2	3%	-3%	2%	8%	1.4%	0.0	63	1.5%	-0.1%	1%
Cc1[nH]c2ccccc2c1C(=O)C(=O)N1CCN(c2ccccc2)CC1	-2%	2%	11%	-8%	-0.1%	-0.2	55	-0.7%	-0.7%[50 µM]	-1%
CC(=O)Oc1ccc(C(=O)Nc2ccccc2C(=O)N2CCCC2)cc1	1%	4%	0%	-2%	-0.1%	-0.8	53	1.9%	0.0%	2%
O=C(NC(=S)Nc1ccc(S(=O)(=O)Nc2nccs2)cc1)c1ccc(F)cc1	-5%	0%	1%	0%	0.0%	0.5	77	6.4%	2.2%[50 µM]	9%
CC(C)(C)OC(=O)NCCCCCc1nnc(SCc2cccc(F)c2)o1	17%	6%	5%	16%	-0.1%	0.3	44	2.7%	0.4%	0%
Nc1nc(-c2ccc(-c3ccccc3)cc2)cs1	28%	-9%	-7%	2%	-0.3%	5.4	50	-1.0%	0.7%	.
CN(Cc1nc2ccccc2c(=O)[nH]1)c1ccccc1	6%	2%	6%	17%	-0.3%	0.6	67	1.4%	0.1%	0%
CN(C)CCNC(=O)c1cccc(NS(=O)(=O)c2ccc(Cl)c(Cl)c2)c1	4%	-7%	-1%	-1%	0.2%	1.8	55	0.4%	0.3%	-7%
Cc1nc2nc(C)c(NS(=O)(=O)c3cccs3)c(=O)n2[nH]1	7%	6%	-7%	5%	-0.1%	3.8	29	0.3%	0.3%	-5%
c1ccc(CNc2ccc(CNc3ncn[nH]3)cc2)cc1	5%	10%	7%	-3%	-0.4%	-0.4	83	-2.4%	0.1%	7%
O=C(O)c1ccc2c(c1)C(=O)N(N1C(=O)c3ccccc3C1=O)C2=O	0%	2%	12%	16%	-0.2%	1.0	69	2.2%	0.0%	5%
CCn1cc(C(=O)NCc2ccco2)c2cc(OC)c(OC)cc2c1=O	3%	18%	-2%	-1%	-0.2%	-0.4	83	-2.4%	-0.5%	-1%
Cc1ccc(C(=O)C(OC(=O)CNS(=O)(=O)c2ccccc2)c2ccccc2)cc1 (stereo unspecified)	-5%	6%	-3%	14%	-0.1%	1.2	74	0.1%	0.2%	-1%
COc1cccc(CNC(=O)c2cc3oc4ccccc4c3n2C)c1OC	0%	10%	-1%	-3%	-0.1%	1.3	43	-2.0%	0.2%	-1%
Cn1c(N)c(N=O)c(=O)n(C)c1=O	-13%	-4%	2%	0%	0.0%	0.2	51	-0.3%	0.0%	-2%

Among those listed so far, four contain an NH in an aromatic ring:
SMILES	AID2073	GPR55 LPI antagonism	Siah-1 displacement	GPR35 arrestin U2OS	GPR55 activation	NTR1 agonist	NTR1 agonist cell count 20 µM	HIV fusion peptide	UTI89 phage lysis	NS5 inhibitors	others
Cc1[nH]c2ccccc2c1C(=O)C(=O)N1CCN(c2ccccc2)CC1	-2%	2%	11%	-8%	-0.1%	-0.2	55	-0.7%	-0.7%[50 µM]	-1%
CN(Cc1nc2ccccc2c(=O)[nH]1)c1ccccc1	6%	2%	6%	17%	-0.3%	0.6	67	1.4%	0.1%	0%
Cc1nc2nc(C)c(NS(=O)(=O)c3cccs3)c(=O)n2[nH]1	7%	6%	-7%	5%	-0.1%	3.8	29	0.3%	0.3%	-5%
c1ccc(CNc2ccc(CNc3ncn[nH]3)cc2)cc1	5%	10%	7%	-3%	-0.4%	-0.4	83	-2.4%	0.1%	7%

The main list resumes; the 2 compounds before the break are reprinted first.
SMILES	AID2073	GPR55 LPI antagonism	Siah-1 displacement	GPR35 arrestin U2OS	GPR55 activation	NTR1 agonist	NTR1 agonist cell count 20 µM	HIV fusion peptide	UTI89 phage lysis	NS5 inhibitors	others
COc1cccc(CNC(=O)c2cc3oc4ccccc4c3n2C)c1OC	0%	10%	-1%	-3%	-0.1%	1.3	43	-2.0%	0.2%	-1%
Cn1c(N)c(N=O)c(=O)n(C)c1=O	-13%	-4%	2%	0%	0.0%	0.2	51	-0.3%	0.0%	-2%
CC(=O)Nc1ccc(NC(=O)C2CC(=O)Nc3ncnn32)cc1 (stereo unspecified)	-2%	14%	12%	7%	0.3%	-0.3	72	0.1%	-0.3%	-8%
Cc1nc(NCCc2ccc(F)cc2)c(C#N)c(C)c1[N+](=O)[O-]	-2%	10%	-1%	14%	-0.1%	9.3	45	-2.7%	2.8%	-1%
COc1ccc(CCC(=O)Nc2ccc3c(c2)OCO3)cc1	12%	2%	-4%	-2%	-0.3%	0.3	60	-1.7%	1.1%	5%
O=S(=O)(Nc1ccc2c(c1)OCCO2)c1cccc2cccnc12	-2%	10%	-2%	1%	-0.3%	0.5	57	-0.8%	-0.4%	-12%
Cc1ccccc1C(=O)NNC(=O)Cc1cccc2ccccc12	-6%	4%	1%	-10%	0.1%	-0.6	61	0.4%	3.6%	-5%
Cc1c(CCC(=O)O)c(=O)oc2cc3occ(-c4ccc(F)cc4)c3cc12	19%	6%	4%	25%	-0.1%	2.4	82	24%	-0.8%	0%
CC(NS(=O)(=O)/C=C/c1ccccc1)c1ccccc1 (stereo unspecified)	0%	5%	17%	-5%	-0.2%	0.4	24	-0.5%	-0.7%	-3%
COC(=O)c1nc(NC2=NCCCCC2)n[nH]1	-5%	3%	0%	0%	-0.2%	-0.7	81	1.4%	0.9%	-2%
O=S(=O)(c1ccccc1)n1c(C(O)c2ccccn2)cc2ccccc21 (stereo unspecified)	9%	-3%	4%	9%	0.5%	0.5	71	1.9%	0.3%	-1%
CC(C)CNS(=O)(=O)c1ccc(OCC(=O)NCC2CCCO2)c(Cl)c1 (stereo unspecified)	-6%	13%	7%	-2%	0.0%	1.5	70	3.8%	0.8%	3%
Cc1ccc(C2(c3ccc(C)cc3)NC(=O)N(Cc3c(C)noc3C)C2=O)cc1	2%	8%	-2%	-1%	0.0%	2.0	41	0.4%	-0.9%[50 µM]	-7%
CCOC(=O)N1CCN(CC(O)COc2cc(C)ccc2C(C)C)CC1 (stereo unspecified)	11%	10%	0%	2%	0.9%	2.3	52	-0.4%	7.6%	-5%
Nc1nc(-c2ccc(Oc3ccccc3)cc2)c(CC(=O)O)s1	6%	-12%	1%	10%	0.0%	-1.3	86	3.4%	-0.2%[50 µM]	-30%
Cc1cc(C)cc(-n2ncc3c2CCCC3NC(=O)C2CCC2)c1 (stereo unspecified)	5%	0%	-2%	-7%	-0.1%	-0.2	81	2.5%	0.1%	1%
CCOc1ccc(C(=O)COC(=O)c2cccc(-n3cnnn3)c2)cc1	10%	9%	-2%	12%	-0.2%	1.7	63	0.0%	-0.3%	2%
COc1ccc(OC)c(NC(=O)C(C)N2c3cccc4cccc(c34)S2(=O)=O)c1 (stereo unspecified)	3%	-4%	0%	12%	0.0%	2.5	58	-1.4%	0.3%	-4%
CCOC(=O)CNC(=O)c1c2c(nc3ccccc13)CCCC2	11%	16%	-3%	9%	-0.1%	-0.8	49	3.2%	0.5%	-5%
COc1ccc(CCn2c(=O)c3cccnc3n(Cc3ccc([N+](=O)[O-])cc3)c2=O)cc1OC	1%	5%	-2%	-4%	0.3%	.	.	-1.1%	0.6%	-7%
COC(=O)c1ccccc1NC(=O)Cn1nnc(-c2ccc(OC)cc2)n1	9%	8%	8%	20%	0.1%	2.7	59	3.1%	0.1%	-6%
O=C(COc1ccccc1)N/N=C/c1ccc([N+](=O)[O-])o1	10%	-2%	-6%	8%	-0.2%	2.7	81	28%	0.0%	1%
CCn1cc(C(=O)NCc2ccc(OC)cc2OC)c(=O)c2ccc(C)nc21	8%	2%	3%	14%	0.2%	.	.	-1.8%	.	.
COc1ccc(CC(=O)Nc2nc3n(n2)C(c2ccccc2)CC(=O)N3)cc1OC (stereo unspecified)	1%	11%	4%	-8%	-0.2%	-0.2	40	3.3%	1.1%	5%
O=C(c1ccccc1)N1CCN(Cc2ccccc2Br)CC1	18%	24%	-1%	-15%	0.2%	1.9	41	2.5%	7.7%	-1%
Cc1cccc(NC(=O)c2cc(N3C(=O)CCC3=O)ccc2Cl)n1	2%	7%	3%	-8%	-0.2%	0.9	59	-2.3%	-1.2%	-3%
COC(=O)[C@H](Cc1ccccc1)NC(=O)N1CCN(c2ccccc2)CC1	4%	-8%	15%	-1%	-0.3%	0.2	43	0.7%	0.0%	-6%
COc1ccc(NC(=O)C(NS(=O)(=O)c2ccc3c(c2)CCCN3C(C)=O)C(C)C)c(OC)c1 (stereo unspecified)	5%	-4%	1%	18%	-0.1%	2.1	87	-2.7%	0.2%	-2%

Source: PubChem (several laboratories)
